SENP7 block = blocks the human protease SENP7; Q9BQF6; recombinant SENP7, Z-RLRGG-aminoluciferin luminescence, 40 min; inhibition, % at 5 µM; hit rate 1.5% among 330,000;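 active means inhibition above about 50% at the single test dose, limit read from the data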;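 further: plate controls were DMSO with enzyme for no effect and no enzyme buffer wells for full effect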
Apaf1 inhib = inhibitors of human Apaf-1 apoptosome. reconstituted apoptosome caspase-3 activity, DEVD-Rh110 fluorescence. inhibition, % at 20 µM. hit rate 0.71% among 330,000. AID 489030; active means inhibition of at least 40% at 20 µM;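 further: plate controls were DMSO wells for no effect and DEVD-CHO caspase inhibitor wells for full effect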
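Assay system – apoptosome proteins · Medium – Hepes buffer, pH 7.5 · Also added – cytochrome c with DEVD-Rh110 · Timing – 30 min compound preincubation, 50 min activation, room temperature · Detection – Rh110 fluorescence, excitation 480 nm, emission 540 nm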
SENP8 block-1 = blocks human SENP8 cleavage of Nedd8 substrate | Q96LD8 | recombinant SENP8, Nedd8 substrate fluorescence | inhibition, % at 20 µM | hit rate 0.64% among 360,000 | AID 602440; in the data active means inhibition mostly above about 40%, no sharp cut-off; inactive means mostly below about 27%
Target sequence (Q96LD8 whole entry, looked up): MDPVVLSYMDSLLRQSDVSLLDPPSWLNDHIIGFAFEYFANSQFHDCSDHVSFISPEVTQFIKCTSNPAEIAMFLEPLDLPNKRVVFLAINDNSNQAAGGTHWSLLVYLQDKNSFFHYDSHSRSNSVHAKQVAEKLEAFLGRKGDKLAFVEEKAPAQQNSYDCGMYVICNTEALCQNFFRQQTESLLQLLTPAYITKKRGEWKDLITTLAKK
SENP1 FRET inh = blocks the human SENP1 SUMO protease catalytic domain; recombinant SENP1 catalytic domain, CyPet-SUMO1-YPet FRET cleavage; inhibition, % at 10 µM; hit rate 0.21% among 360,000; AID 624204;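 active means inhibition at least 30% at 10 µM, raw YFP signal under a set limit, fluorescence ratio 0.5 to 1.5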;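 further: 0% = enzyme with DMSO and 100% = no enzyme wells; some results filed as inactive read as strong as hits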
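material = recombinant human SENP1 catalytic domain, His6-tagged | quantity = 20 pM enzyme | reagent = 25 nM SUMO1 FRET substrate | compound dosing = 10 µM single point, 0.5% DMSO | timing = 50 min enzyme reaction, room temperature, light-protected | detection = FRET, CFP and YFP emission | control set = no-enzyme low, enzyme-DMSO high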
UBC13 inh = inhibitors of human UBC13 polyubiquitin chain formation; inhibition, % at 20 µM; hit rate 0.47% among 330,000; AID 485273; P61088; TR-FRET; in the data active means inhibition above about 45%, passing the limit was not always enough
SENP6 block = blocks the human protease SENP6; Q9GZR1; Recombinant SENP6 catalytic domain, aminoluciferin luminescence; inhibition, % at 10 µM; hit rate 1.8% among 330,000; AID 2599;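 active means inhibition above about 50% at the single tested dose, limit read from the data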;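 further: plate controls were DMSO wells with enzyme for no effect and DMSO wells lacking enzyme for full effect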
Target sequence (Q9GZR1 628-1112 limits assumed): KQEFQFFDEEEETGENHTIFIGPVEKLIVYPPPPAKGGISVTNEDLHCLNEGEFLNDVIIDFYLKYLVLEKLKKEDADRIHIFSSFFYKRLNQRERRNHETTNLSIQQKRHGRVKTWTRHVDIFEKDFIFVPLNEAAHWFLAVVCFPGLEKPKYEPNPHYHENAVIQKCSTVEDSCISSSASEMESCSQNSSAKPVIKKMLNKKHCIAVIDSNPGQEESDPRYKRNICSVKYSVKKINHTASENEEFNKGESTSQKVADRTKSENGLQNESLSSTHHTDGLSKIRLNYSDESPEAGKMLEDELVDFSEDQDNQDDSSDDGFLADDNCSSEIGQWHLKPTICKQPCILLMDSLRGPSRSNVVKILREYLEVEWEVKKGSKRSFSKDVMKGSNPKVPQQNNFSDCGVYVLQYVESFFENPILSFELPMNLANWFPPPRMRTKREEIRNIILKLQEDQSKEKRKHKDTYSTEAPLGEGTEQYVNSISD
SENP8 block-2 = SENP8 protease inhibition | hit rate 1.2% among 330,000 | Q96LD8 | inhibition, % at 10 µM | AID 2540 | purified SENP8, Z-RLRGG-aminoluciferin cleavage, luminescence; in the data active means inhibition above about 50%
A3G deaminase = APOBEC3G (human) deaminase inhibition; AID 493012; hit rate 0.28% among 330,000; recombinant A3G, ssDNA deamination FAM/TAMRA fluorescence; inhibition, % at 20 µM;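 active means inhibition of at least 40% at 20 µM, with no more than 30% in the related APOBEC3A deaminase screen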;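 further: plate controls were DMSO wells with A3G for no effect and wells lacking A3G enzyme for full effect; some compounds called inactive have numbers as strong as hits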
Target sequence (Q9HC16 whole entry, looked up): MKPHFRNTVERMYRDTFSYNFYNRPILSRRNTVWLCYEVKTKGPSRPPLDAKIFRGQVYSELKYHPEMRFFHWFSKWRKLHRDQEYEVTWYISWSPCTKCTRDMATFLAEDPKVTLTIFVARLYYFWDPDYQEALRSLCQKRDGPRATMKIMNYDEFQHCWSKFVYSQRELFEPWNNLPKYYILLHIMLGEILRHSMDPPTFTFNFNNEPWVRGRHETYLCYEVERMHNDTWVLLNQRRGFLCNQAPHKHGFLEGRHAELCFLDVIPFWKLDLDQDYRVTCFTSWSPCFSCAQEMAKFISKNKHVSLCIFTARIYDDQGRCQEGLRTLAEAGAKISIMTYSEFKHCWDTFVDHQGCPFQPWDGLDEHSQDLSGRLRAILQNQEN
Numbers without * were called inactive; . = no result given.

SMILES	SENP7 block	Apaf1 inhib	SENP8 block-1	SENP1 FRET inh	UBC13 inh	SENP6 block	SENP8 block-2	A3G deaminase
O=C1c2[nH]nc(-c3ccccc3O)c2C(c2cccc(Cl)c2)N1CC1CCCO1 (stereo unspecified)	0	20	12	2	4	0	-10	-6
CC(C)(C)OC(=O)NCCc1nnc(SCc2c(Cl)cccc2Cl)o1	1	18	11	1	-2	-9	-2	-1
N#C/C(=C\c1cccnc1)C(=O)Nc1cccc(Cl)c1	9	-3	32	-13	22	-2	6	1
O=C(NC1CCCCC1)C1CC(=O)N(c2cccc([N+](=O)[O-])c2)C1 (stereo unspecified)	6	-13	-1	-1	-3	13	3	0
COc1c(O)cc(O)c2c(=O)cc(-c3ccccc3)oc12	-3	8	69*	4	3	8	4	2
CCOc1ccc(CNc2ccc(N3CCN(Cc4ccccc4)CC3)cc2)cc1	-2	-4	-25	-2	12	13	8	-6
COc1ccc(C(CCN2CCCC(C)C2)c2c(OC)cc(OC)c3c(-c4ccccc4)cc(=O)oc23)cc1 (stereo unspecified)	2	54*	-151	0	59*	-8	-8	-6
Cc1cc2cc(CN(Cc3ccc4c(c3)OCO4)Cc3nnnn3C3CCCC3)c(=O)[nH]c2cc1C	4	17	-35	2	-7	-11	-13	-6
CC(=O)OCC1=C(C(=O)O)N2C(=O)C(NC(=O)c3ccc(COc4cccc(Cl)c4Cl)o3)C2SC1 (stereo unspecified)	-1	9	1	-7	-17	4	2	-1
CC[C@]12c3[nH]c4cc(-c5ccco5)ccc4c3CCN1C(=O)[C@@H](CC(=O)NCCCn1ccnc1)C[C@@H]2C(=O)N1CCN(C(=O)c2ccco2)CC1	4	12	-289	-2	.	.	.	-1
CC(=O)OCCc1[nH]c2ccccc2c1C	14	4	4	0	-2	-20	-11	-5
COCc1c(C(=O)N/N=C(\C)c2ccncc2)nnn1-c1nonc1N	-4	1	23	0	-2	4	12	10
Cc1ccccc1-n1c(SCc2csc(Nc3ccccc3)n2)nnc1-c1cccnc1	5	12	8	0	2	-7	-6	3
O=C(O)/C=C/C(=O)N(Cc1ccc2c(c1)OCO2)C1CC(=O)N(CCc2ccccc2)C1=O (stereo unspecified)	-3	-13	12	1	-1	-26	3	-4
CC(C)(C)OC(=O)NC1CNNC1=O (stereo unspecified)	6	-3	13	1	0	-4	-5	-9
CCN(CC(N)=O)S(=O)(=O)c1ccc(F)cc1	2	-20	26	-1	0	0	2	1
Cc1cccc(NC(=O)CCc2nnc3ccc(N4CCC(C)CC4)nn23)n1	1	-1	-10	1	-4	3	1	-6
Cc1cc(C)n(-c2nc3ccccc3c(=O)n2OCc2ccc(F)cc2)n1	8	3	27	-6	-3	-14	-4	-8
CCOC(=O)N1CCN(C(=O)CNS(=O)(=O)c2c(C)cc(C)cc2C)CC1	1	6	6	1	-1	-12	1	-3
COc1ccc2cc(CN(CC3CCCO3)S(=O)(=O)c3ccccc3Cl)c(=O)[nH]c2c1 (stereo unspecified)	-2	5	-71	2	6	-1	-3	-10
COc1ccccc1Nc1nc(NCC2CCCO2)c2ccccc2n1 (stereo unspecified)	-4	8	-310	-2	19	-11	-3	-3
Cc1ccc2nc(NC(=O)C3=NN(c4ccccc4)C(=O)CC3)sc2c1	-1	21	-57	-2	-3	5	-2	-1
CCOc1ccc(CCNC(=O)COC(=O)Cn2nc(C)c([N+](=O)[O-])c2C)cc1OCC	-1	5	7	2	3	-8	-4	-6
CC1(C)NC(=O)N(c2ccccc2Cl)C1(C)NO (stereo unspecified)	1	-2	11	-2	10	-8	3	-5
CCCCn1c(SCC(=O)OCC)nc2c(sc(=S)n2-c2ccccc2OC)c1=O	14	22	16	1	1	-15	3	-8
Cc1c(O)c2ccccc2n(-c2ccccc2)c1=O	0	-10	-159	1	9	-3	-4	-2
Cc1ccccc1-c1nc(C(=O)NCC2CCCO2)cc2c1[nH]c1ccccc12 (stereo unspecified)	1	13	-86	-10	6	-5	-4	-6
Cc1noc(C)c1CSCC(=O)N(C)CC(=O)Nc1cccc(F)c1	1	32	10	-1	11	2	15	-5
Cc1oc(C(=O)O)cc1COc1cccc2ccccc12	-4	-7	6	0	6	0	-6	-7
COc1cc(/C=N/Nc2ccccc2[N+](=O)[O-])cc(OC)c1O	19	5	31	5	-164	-10	-23	-4

A different layout for part of the listing above.
Structure,SENP7 block,Apaf1 inhib,SENP8 block-1,SENP1 FRET inh,UBC13 inh,SENP6 block,SENP8 block-2,A3G deaminase
CCCCn1c(SCC(=O)OCC)nc2c(sc(=S)n2-c2ccccc2OC)c1=O,14,22,16,1,1,-15,3,-8
CCOC(=O)N1CCN(C(=O)CNS(=O)(=O)c2c(C)cc(C)cc2C)CC1,1,6,6,1,-1,-12,1,-3
N#C/C(=C\c1cccnc1)C(=O)Nc1cccc(Cl)c1,9,-3,32,-13,22,-2,6,1
Cc1ccc2nc(NC(=O)C3=NN(c4ccccc4)C(=O)CC3)sc2c1,-1,21,-57,-2,-3,5,-2,-1

(list continues)
SMILES	SENP7 block	Apaf1 inhib	SENP8 block-1	SENP1 FRET inh	UBC13 inh	SENP6 block	SENP8 block-2	A3G deaminase
C/C(=C\c1ccco1)C1C(C#N)=C(N)Oc2n[nH]c(-c3ccc(C)cc3)c21 (stereo unspecified)	0	0	3	-2	-5	-21	0	-2
O=C(NCC(c1cccnc1)N1CCN(c2ccc(F)cc2)CC1)C1CCCCC1 (stereo unspecified)	-13	8	20	-1	0	-43	-11	-7
CCCCCCc1cc2cc(-c3nnc(-c4cc(OC)c(OC)c(OC)c4)o3)c(=O)oc2cc1O	6	63*	.	.	-54	2	9	-321
CN(C)CCCN(C(=O)C1COc2ccccc2O1)c1nc2cc3c(cc2s1)OCO3 (stereo unspecified)	12	1	12	0	9	-8	0	0
COc1ccc(CNS(=O)(=O)c2ccc(F)c(C(=O)Nc3ccc(OC)cc3)c2)cc1	2	0	19	-2	7	-4	1	-6
C#CCOCCOCCOCCNc1nc(N2CCN(C(=O)[C@H](CCC(=O)O)n3cc(C(N)Cc4ccc(O)cc4)nn3)CC2)nc(N2CCN(C(=O)[C@H](Cc3cc4ccccc4[nH]3)n3cc(C(N)CC(C)C)nn3)CC2)n1 (stereo partly specified)	-10	5	.	.	20	-6	4	-8
CC1(C)CC(=O)CC(=NCC(=O)O)C1	9	-23	1	-78	4	-1	-9	-8
COCCNC(=O)CN1CCCCCC1	-2	-10	13	-1	4	2	2	-2
CCOC(=O)c1c(NC(=O)C(=O)N/N=C(\C)c2ccc(OC)cc2)sc2c1CCCCC2	-4	1	-20	0	16	2	-7	-5
O=C(CSc1nc2ccccc2c(=O)n1Cc1ccco1)NCCN1C(=O)CSC1=O	6	-15	10	4	13	-19	0	-3
Cc1cc(=O)oc2cc(OCC(=O)N3CCN(c4ccccc4)CC3)c(Cl)cc12	2	9	-4	-4	-3	-16	7	-3
CC(=O)N(C)C1=C(N2CCOCC2)C(=O)c2ccccc2C1=O	31	65*	33	1	-125	48	35	-2
CCNC(=O)NC(=O)C(C)OC(=O)C(C)(C)Oc1ccc(Cl)cc1 (stereo unspecified)	2	-9	2	4	7	3	-8	-6
O=C(CCc1nc2ccccc2c(=O)[nH]1)NNC(=O)COc1cccc(F)c1	2	0	6	0	4	-8	-3	-1
Cc1ccccc1Nc1n[nH]c(C)c1[N+](=O)[O-]	-8	11	22	2	-21	-14	-9	-9
CN(CC(=O)Nc1ccccc1Br)C(=O)CN1CCN(c2ccccc2Cl)CC1	2	-4	7	2	5	4	2	-7
CCC(C)NS(=O)(=O)c1ccc(NC(=O)C2CCN(C(=O)c3ccco3)CC2)cc1 (stereo unspecified)	3	-4	10	2	0	-3	-1	-4
CCOC(=O)C1(CCCc2ccccc2)CCN(C(=O)c2ccoc2)CC1	-3	12	8	1	-10	-4	-8	-2
CCCCN1C(=O)C(=O)N(CC(=O)Nc2ccccc2C(=O)OCC)C1=O	-9	17	-1	1	-2	-15	-15	-6
COc1cccc(C(=O)NCCNC(=O)c2cnccn2)c1	3	-4	6	-2	8	-4	5	-12
CCOC(=O)c1ccccc1NC(=O)C1CCCO1 (stereo unspecified)	-1	-1	8	0	0	4	-8	3
O=C(NCCS(=O)(=O)c1ccc(Br)cc1)c1ccc(Cl)cc1	1	3	8	0	-13	10	4	-7
Cc1ccc(C2(C)CC(C)(C)N(C(=O)CSc3nnc(C)s3)c3ccccc32)cc1 (stereo unspecified)	8	23	6	2	4	5	0	0
Cc1ccccc1-n1ncc(C(C)NS(=O)(=O)c2sccc2C)c1C (stereo unspecified)	-1	6	8	0	-7	0	0	-2
CC(C(=O)N1CCc2ccccc2C1)N(c1ccccc1)S(C)(=O)=O (stereo unspecified)	-2	-4	7	0	3	0	10	-3
CCc1c(C)c(C#N)c2nc3ccccc3n2c1NCC1CCCO1 (stereo unspecified)	2	10	-298	-24	8	5	0	-5
Cn1nc(C(=O)Nc2nc(-c3ccccn3)cs2)c2ccccc2c1=O	-4	14	6	-1	-29	14	-1	2
O=C(NCCc1ccccc1)c1ccc(S(=O)(=O)N2CCCC2)cc1	-7	18	12	2	-8	-15	-15	-3
Cc1[nH]n(-c2ccccc2)c(=O)c1C(C[N+](=O)[O-])c1ccc(Cl)cc1 (stereo unspecified)	22	88*	45*	1	-27	23	-3	-9
N/C(=N\OC(=O)c1cccnc1)c1ccc(Cl)cc1Cl	1	0	-7	1	10	-5	-6	1
CC(=O)c1sc2nsc(SCCN3CCOCC3)c2c1N	-2	-18	7	-2	3	-17	-3	62*
Cc1ccc(NC(=O)COc2ccc(/C(N)=N/O)cc2)cc1C	-6	2	7	1	18	-12	-10	-5
CCN(CC(=O)Nc1c(F)cccc1F)C(=O)c1cc2c(cc1Cl)N1CCCCCC1=NS2(=O)=O	1	6	2	1	3	1	14	-6
COC(=O)c1ccccc1NC(=O)CSc1n[nH]c(C)n1	-4	-2	12	-2	4	-32	-6	-4
CCOC(=O)c1c(NC(=O)c2ccco2)sc2c1CCCC2	4	6	-254	-1	20	-3	-3	3
COc1ccc(NC(=O)CN(C)C(=O)c2cc3c(s2)CCCCC3)cc1	-5	2	17	1	1	7	10	-4
CN(C)c1ccc(CNC(=O)c2cc(S(=O)(=O)N3CCOCC3)cn2C)cc1	-2	0	14	-3	-12	2	-2	-4
Cc1ccc(C(=O)Nc2nnc(S(=O)(=O)N3CCOCC3)s2)cc1	-5	-2	-228	3	-6	-2	-1	-6
COc1ccc(NC(=O)CN(C)S(=O)(=O)c2cnc[nH]2)cc1	10	-8	-16	4	-9	-17	-3	-3
O=C(N/N=C/c1ccc(O)cc1)c1ccc(NC(=O)c2ccccc2Br)cc1	-5	-1	-182	0	-8	-20	-7	-5
N#Cc1cccc(NC(=O)COC(=O)CCc2ccc(S(=O)(=O)N3CCOCC3)cc2)c1	-12	14	7	1	-2	-2	-14	-6
COc1ccc(NC(=O)C(C)N2C(=O)c3ccccc3C2=O)c(OC)c1 (stereo unspecified)	4	-1	30	3	-3	10	5	-1
CCC(CC)C(=O)NCc1ccccc1Cl	-6	-7	21	3	4	-3	-1	-5
CC(=O)c1cccc(NC(=O)CN2C(=O)NC(C)(C)C2=O)c1	2	-5	16	3	9	2	5	-2
CC1CCN(C(=O)Cn2cc(C#N)c3ccccc32)CC1	-14	5	-25	-2	-2	-10	-14	-4
CN=c1scc(-c2ccc(Cl)cc2)n1C	-1	0	-7	3	0	21	0	0
CC(=O)c1ccc(NC(=O)c2ccc(S(=O)(=O)N3CCCC3)cc2)cc1	-3	-13	-1	2	2	-3	6	-3
COc1ccccc1OCCCCN1CCC(C)CC1	-11	-5	12	2	5	-29	-9	-10
CC(C)c1ccc(/C=C/C(=O)NC(=S)Nc2ccc(CN3CCOCC3)cc2)cc1	2	16	20	-26	5	14	7	0
